ELG1 DNA repair = ELG1-dependent DNA repair inhibition | HEK293T ELG1-luciferase reporter, luminescence, 16 h; DNA damage induced by 5-fluorouridine | Potency, µM (titrated, usually from 46.1 µM), for the others: top-dose activity change, negative = inhibition, usual class: inhibitors | actives 2.3% (n = 330,000); also: potency is read from the fitted curve at half-maximal effect; % is scaled to controls: 0 for no effect and ±100 for the full control effect; nearly all actives have a fitted effect of over 55% in size
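Reporter activity after DNA damage by 5-fluorouridine is monitored. Compound-treated cells incubate 16 hr at 37 °C, then ONE-Glo is added for 30 min before luminescence reading.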
BRCA1 expr up = increases BRCA1 expression. actives 1.1% (n = 380,000). AID 624202. Potency, µM (top dose mostly 46.1 µM), for the others: top-dose activation, usual class: activators. MCF7-BRCA1-FFLuc reporter, luminescence, 48 h; response scale: scaled: vehicle 0%, 10 µM genistein 100%; also: potency is read from the fitted curve at half-maximal effect; nearly all actives have a fitted effect of over 80% in size; some results filed as inactive show a strong effect at the top dose
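MCF7 cells carrying a BRCA1-firefly luciferase reporter (2000 cells/well, phenol-red free MEM) were attached for 2 h at 37 °C, then given compounds for 48 h. Luminescence was read 15 min after luciferase reagent; activity normalized to genistein (10 microM) and DMSO.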
Tb PFK block = inhibitors of T. brucei phosphofructokinase; O15648; T. brucei PFK, ADP-Glo luminescence; Potency, µM (series often up to 57.5 µM), without a hit: top-dose activity, negative = inhibition, hits mostly inhibitors; actives 0.17% (n = 330,000);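 also: potency is read from the fitted curve at half-maximal effect; 0% = uninhibited 1x PFK enzyme wells and -100% = no-enzyme wells; nearly all actives have a fitted effect of over 60% in size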
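Luminescent ADP detection (ADP-Glo, two-step: ATP depletion then ADP-to-ATP conversion for luciferase) reported PFK activity after 45 min room-temperature reaction of 1.25 nM enzyme with 0.5 mM F6P and 0.1 mM ATP at pH 8.0.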
FLuc counter = counter-screen for miR-21 project: firefly luciferase inhibitors or activators; AID 588342; actives 6.9% (n = 360,000); P08659; purified FLuc, Km substrates, luminescence inhibition; Potency, µM (doses to about 57.5 µM), for the others: at the highest dose activity change, negative = inhibition, usual class: inhibitors;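 also: potency is read from the fitted curve at half-maximal effect; plate controls were vehicle for no effect and reference inhibitor for full effect; nearly all actives have a fitted effect of over 55% in size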
Target sequence (P08659 whole entry, looked up): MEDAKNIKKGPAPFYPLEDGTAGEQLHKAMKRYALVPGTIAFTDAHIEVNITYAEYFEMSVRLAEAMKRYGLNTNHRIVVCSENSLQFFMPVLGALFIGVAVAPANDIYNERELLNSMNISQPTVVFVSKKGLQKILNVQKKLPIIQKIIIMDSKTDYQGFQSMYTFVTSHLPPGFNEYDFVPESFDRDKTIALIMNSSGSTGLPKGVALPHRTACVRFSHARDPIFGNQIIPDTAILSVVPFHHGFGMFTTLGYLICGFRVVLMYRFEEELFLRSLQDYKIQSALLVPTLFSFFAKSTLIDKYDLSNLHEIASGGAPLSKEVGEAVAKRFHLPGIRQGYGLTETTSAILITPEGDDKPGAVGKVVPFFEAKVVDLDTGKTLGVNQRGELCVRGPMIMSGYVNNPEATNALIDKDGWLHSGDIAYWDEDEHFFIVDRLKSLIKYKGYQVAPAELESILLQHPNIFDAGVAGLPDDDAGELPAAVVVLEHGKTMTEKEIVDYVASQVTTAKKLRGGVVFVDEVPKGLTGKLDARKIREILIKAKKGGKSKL
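Biochemical qHTS of compounds, final roughly 60 µM downward over six points, against 10 nM purified firefly luciferase using Km concentrations of substrates (10 uM D-luciferin, 10 uM ATP) in Tris acetate pH 7.5 buffer; luminescence output.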
Rab9 promoter act = Rab9 promoter activation. Huh7 Rab9 promoter-luciferase reporter, luminescence, 24 h. Potency, µM (titrated, usually from 9.22 µM), for the others: at the highest dose activation, negative = inhibition, most hits filed as activators. actives 2.8% (n = 320,000). AID 485297; also: potency is read from the fitted curve at half-maximal effect; % of control where 0% means no effect; nearly all actives have a fitted effect of over 60% in size
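Cells were plated at 1500 per well in reduced-serum medium with 10% FBS and left 2 h. Compound in DMSO was then added for 24 h at 37 °C. Reporter signal was read by luminescence after 10 min with luciferase detection reagent.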
NPC1 prom act = activates the NPC1 promoter; Huh7 NPC1 promoter luciferase reporter, 24 h; Potency, µM (titrated, usually from 9.22 µM), without a hit: at the top dose activation, hits mostly activators; actives 2.4% (n = 320,000); AID 485313;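 also: potency is read from the fitted curve at half-maximal effect; % of control where 0% means no effect; nearly all actives have a fitted effect of over 60% in size; reporter is driven by a mutant NPC1 promoter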
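Stable NPC1-promoter luciferase Huh7 line; cpd (DMSO) 24 h, 37 °C, 5% CO2; Amplite luciferase reagent 10 min RT; luminescence readout. qHTS format.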
TRPV1 ag = human TRPV1 agonism; AID 540275; activation, % at 8.33 µM; TRPV1-expressing cells, Fluo-8 calcium influx, agonist mode; actives 0.19% (n = 320,000); in the data active = activation above about 80%; inconclusive = between about 30% and that limit; also: 0% is about no effect
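Cells expressing TRPV1 were dye-loaded with Fluo-8 and read kinetically: 10 s baseline, 3 min after compound (agonist portion), then 2 min after EC20 capsaicin (allosteric enhancer portion). Calcium-bound dye fluorescence at 480/520 nm.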
ELG1 genotoxic = induces genotoxicity in HEK293T cells with luciferase-tagged ELG1. Potency, µM (titrated, usually from 46 µM), for the others: at the top dose activity change, positive = activation, most hits filed as activators. AID 504466. actives 1.3% (n = 330,000). HEK293T ELG1-luciferase reporter, luminescence, 16 h; also: potency is read from the fitted curve at half-maximal effect; % of control where 0% means no effect; nearly all actives have a fitted effect of over 60% in size
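ELG1-luciferase HEK293T cells, 2,000/well; compound pinned in; 16 hr, 37 °C, 5% CO2; ONE-Glo, 30 min RT; luminescence on CCD imager.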
p53 reactivator = restores transcriptional activity of mutant p53 | actives 0.063% (n = 320,000) | AID 504706 | H1299 p53-A138V BP100-luciferase reporter, luminescence, 24 h | Potency, µM (titrated, usually from 92.2 µM), without a hit: at the highest dose activity change, positive = activation, most hits filed as activators; also: potency is read from the fitted curve at half-maximal effect; % of control where 0% means no effect; nearly all actives have a fitted effect of over 45% in size
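H1299 (p53-null), stable ts p53-A138V + BP100-Luc; 1000 cells/well, Opti-MEM/10% FBS; cpd 4 pt, 1:5; 24 h, 37 deg C, 5% CO2; detection reagent 10 min RT; luminescence.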
Gal4-VP16 FLuc = Gal4-VP16 reporter inhibition counter-screen; Drosophila S2 Gal4-VP16 UAS-luciferase, luminescence, 20 h; Potency, µM (top dose mostly 53.6 µM), inactives show at the top dose activity, negative = inhibition, most hits filed as inhibitors; actives 3.5% (n = 310,000); AID 2546;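 also: Gal4-VP16 expression switched on by copper sulfate through the metallothionein promoter; potency is read from the fitted curve at half-maximal effect; % is scaled to controls: 0 for no effect and ±100 for the full control effect; nearly all actives have a fitted effect of over 50% in size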
RORgamma inh = blocks mouse ROR gamma transcriptional activity. Drosophila S2 Gal4-RORgamma UAS-luciferase reporter, 20 h. actives 5.4% (n = 310,000). P51450. Potency, µM (series often up to 53.6 µM), without a hit: at the top dose activity change, negative = inhibition, usual class: inhibitors; also: potency is read from the fitted curve at half-maximal effect; % is scaled to controls: 0 for no effect and ±100 for the full control effect; nearly all actives have a fitted effect of over 60% in size
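Using a luciferase readout, inhibitors were identified by reduced reporter activity in Drosophila cells coexpressing a copper-inducible Gal4–ROR gamma fusion and UAS-driven Photinus luciferase, incubated 20 hr after 700 uM copper sulfate.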
* hit, by the source's call; ? = inconclusive; . = not tested or not shown. Unless noted, calls follow the shape of the dose curve; as a rule, active = well fitted curve in the direction sought with a large enough effect; inconclusive = small, poorly fitted or top-dose-only effect, or another doubt; inactive = no such curve, though single readings can be large; an effect the other way counts as inactive or inconclusive.

Short keys – A = ELG1 DNA repair; B = BRCA1 expr up; C = Tb PFK block; D = FLuc counter; E = Rab9 promoter act; F = NPC1 prom act; G = TRPV1 ag; H = ELG1 genotoxic; I = p53 reactivator; J = Gal4-VP16 FLuc; K = RORgamma inh
#1 COc1ccccc1N1CCN(C2CCCN(C(=O)c3ccnc4ccc(C)cc34)C2)CC1 (configuration not stated)
  A = -8%	B = -25%	C = -2%	D = 0%	E = 1%	F = 1%	G = -9	H = -16%	I = -2%	J = 1%	K = 22%

#2 COc1cc(OC)cc(C(=O)NN2CCOCC2)c1
  A = 2%	B = 10%	C = 3%	D = -1%	E = 1%	F = 3%	G = 2	H = 25%	I = 3%	J = 1%	K = 1%

#3 O=C(N/C(=C/c1cccnc1)C(=O)N1CCOCC1)c1ccccc1F
  A = -1%	B = 1%	C = 1%	D = -1%	E = -8%	F = -7%	G = 1	H = -2%	I = -5%	J = -6%	K = -1%

#4 CN(CC(=O)Nc1ccc(F)c(F)c1)S(=O)(=O)c1cccc2cccnc12
  A = -8%	B = 6%	C = 0%	D = 4%	E = -1%	F = 0%	G = 1	H = -7%	I = -11%	J = 10%	K = 12%

#5 OC(CNCc1ccccc1)COCc1ccc(Cl)cc1 (configuration not stated)
  A = 10%	B = -1%	C = -11%	D = -3%	E = -2%	F = -2%	G = 1	H = -6%	I = -5%	J = -15%	K = -17%

#6 COC(=O)c1cc(OC)c(OC)cc1NC(=S)N1CCN(c2ccccn2)CC1
  A = ?	B = -34%	C = 0%	D = -3%	E = 0%	F = 1%	G = 14	H = -6%	I = -4%	J = 6%	K = 11µM*

#7 O=C(O)CN(c1cccc(C(F)(F)F)c1)S(=O)(=O)c1ccccc1
  A = 6%	B = -1%	C = 0%	D = -15%	E = -1%	F = -5%	G = -1	H = 1%	I = -2%	J = 8%	K = 5%

#8 COc1ccc(-c2cc(C(F)F)n3ncc(C(=O)N4CCN(C)CC4)c3n2)cc1
  A = 7.3µM*	B = -17%	C = 0%	D = 1%	E = -3%	F = 0%	G = 6	H = 0%	I = -11%	J = -5%	K = 22%

#9 CCCN(CC(=O)Nc1cc(Cl)ccc1Cl)C(=O)/C=C/c1cc(OC)ccc1OC
  A = ?	B = -32%	C = 4%	D = .	E = .	F = .	G = .	H = 0%	I = -1%	J = .	K = .

#10 CCCNC(=O)C(Cc1ccccc1C)NC(=O)c1ccc(C(F)(F)F)cc1 (configuration not stated)
  A = 22%	B = 4%	C = 0%	D = 3%	E = -4%	F = -3%	G = ?	H = 7%	I = ?	J = .	K = .

#11 CC1CCN(CCc2nc3cc(NC(=O)COc4ccc([N+](=O)[O-])cc4)ccc3n2C)CC1
  A = -16%	B = -34%	C = -24%	D = -3%	E = 1%	F = -2%	G = 8	H = -9%	I = -8%	J = -2%	K = 8%

#12 O=C(N/N=C/c1ccccn1)c1cc(Br)ccc1O
  A = 14%	B = 25%	C = 7%	D = 15µM*	E = 7%	F = -1%	G = -1	H = ?	I = ?	J = 4.5µM*	K = 4µM*

#13 S=C(Nc1ccccn1)Nc1ccccc1Cl
  A = ?	B = 100%	C = -4%	D = -22%	E = ?	F = 6%	G = 0	H = 10%	I = 12%	J = -16%	K = 8%

#14 O=C(COC(=O)c1cc(=O)c2ccccc2o1)NCc1ccccc1
  A = 3%	B = -6%	C = -3%	D = 5%	E = -3%	F = -2%	G = 8	H = 2%	I = -4%	J = .	K = .

#15 CCCNC(=O)C(Cc1ccccc1)NC(=O)c1ccc(C(F)(F)F)cc1 (configuration not stated)
  A = 23%	B = -14%	C = 11%	D = 1%	E = 0%	F = -4%	G = 21	H = 6%	I = 2%	J = .	K = .

#16 CCCCOc1ccc(Cc2c(Cl)nc(SC)nc2N2CCOCC2)cc1
  A = -7%	B = -17%	C = -2%	D = 1%	E = -10%	F = -6%	G = 0	H = 6%	I = 0%	J = -5%	K = -8%

#17 CCc1nc2c(cnn2-c2ccc(F)cc2)c(=O)n1-c1ccc(N2CCC(C)CC2)cc1
  A = 16µM*	B = 0%	C = -1%	D = 6%	E = -13%	F = -11%	G = -1	H = -14%	I = 7%	J = ?	K = 5%

Sorted by the number under Tb PFK block (high to low): 4 of the compounds above
| no. | SMILES | Tb PFK block | Rab9 promoter act | NPC1 prom act | TRPV1 ag | p53 reactivator | RORgamma inh |
| --- | --- | --- | --- | --- | --- | --- | --- |
| 9 | CCCN(CC(=O)Nc1cc(Cl)ccc1Cl)C(=O)/C=C/c1cc(OC)ccc1OC | 4% | . | . | . | -1% | . |
| 8 | COc1ccc(-c2cc(C(F)F)n3ncc(C(=O)N4CCN(C)CC4)c3n2)cc1 | 0% | -3% | 0% | 6 | -11% | 22% |
| 1 | COc1ccccc1N1CCN(C2CCCN(C(=O)c3ccnc4ccc(C)cc34)C2)CC1 (configuration not stated) | -2% | 1% | 1% | -9 | -2% | 22% |
| 11 | CC1CCN(CCc2nc3cc(NC(=O)COc4ccc([N+](=O)[O-])cc4)ccc3n2C)CC1 | -24% | 1% | -2% | 8 | -8% | 8% |

Full records from above:
CCCN(CC(=O)Nc1cc(Cl)ccc1Cl)C(=O)/C=C/c1cc(OC)ccc1OC is listed with ELG1 DNA repair = ?; BRCA1 expr up = -32%; Tb PFK block = 4%; FLuc counter = .; Rab9 promoter act = .; NPC1 prom act = .; TRPV1 ag = .; ELG1 genotoxic = 0%; p53 reactivator = -1%; Gal4-VP16 FLuc = .; RORgamma inh = .
CCCNC(=O)C(Cc1ccccc1)NC(=O)c1ccc(C(F)(F)F)cc1 (configuration not stated) is listed with ELG1 DNA repair = 23%; BRCA1 expr up = -14%; Tb PFK block = 11%; FLuc counter = 1%; Rab9 promoter act = 0%; NPC1 prom act = -4%; TRPV1 ag = 21; ELG1 genotoxic = 6%; p53 reactivator = 2%; Gal4-VP16 FLuc = .; RORgamma inh = .

Assay outcomes deposited in PubChem BioAssay by National Center for Advancing Translational Sciences (NCATS).
